# ADAM17 inh: inhibits human ADAM17; P78536; recombinant ADAM17, EDANS/DABCYL FRET peptide cleavage; inhibition, % at 6.95 µM; 0.83% of 370,000 active;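 active = inhibition above the mean of compounds lying between control limits plus 3 SD, set per campaign, cut at about 8.5% in these data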;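 note: 0% = DMSO-only wells as the low control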
# ADAM10 inh: inhibitors of human ADAM10. 0.62% of 370,000 active. recombinant ADAM10, EDANS/DABCYL FRET peptide cleavage, 3 h. inhibition, % at 7 µM. O14672;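 active = inhibition above a per-campaign cutoff equal to the mean of compounds falling between control-based bounds plus 3 SD, cut at about 20% in these data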;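 note: 0% = DMSO wells while the 100% control is not disclosed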
# ARFGAP1 inhibitor: inhibitors of rat ARFGAP1; Arfgap1-stimulated ARF1 GTP hydrolysis, GDP FP detection; AID 651572; inhibition, % at 16.5 µM; Q62848; 0.26% of 360,000 active;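 active = inhibition above a per-plate limit, mean inhibition of low control wells plus 3 SD, cut at about 25% in these data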;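 note: 0% = DMSO wells with enzyme and 100% = wells lacking Arfgap1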
#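 Replicates: Single well per compound | Assay system: Truncated rat Arfgap1 GAP domain | Control set: No-Arfgap1 wells (100%) versus DMSO full-reaction wells (0%) | Times: Enzyme reaction 120 min at 25 °C after 20 min preincubation | Reagent: Human ARF1(Δ1-17)-GTP substrate | Measured by: Tracer-displacement fluorescence polarization with EDTA stop, 620/688 nm | Measure: Percent inhibition of Arfgap1-stimulated GTP hydrolysis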
# ASAP1 inh: blocks human ASAP1-stimulated Arf1 GTP hydrolysis; Q9ULH1; GDP FP detection; inhibition, % at 16.5 µM; 0.19% of 360,000 active; in the data active = inhibition above about 25%;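 note: 0% = vehicle with enzyme and substrate and 100% = no enzyme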
# SIAE primary: inhibitors of human sialic acid acetylesterase SIAE | 0.69% of 370,000 active | SIAE FP-Rh probe binding, fluorescence polarization | Q9HAT2 | inhibition, % at 9.66 µM;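 active = inhibition above a cutoff: mean of compounds within the control limits plus 3 SD of those, cut at about 17% in these data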;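 note: 0% = plate median of compound wells and 100% = probe without SIAE protein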
# PLC-gamma1 inh: blocks human PLC-gamma1 enzyme activity; AID 720700; P19174; inhibition, % at 12.2 µM; purified PLC-gamma1, fluorogenic substrate, fluorescence; 0.84% of 370,000 active; in the data active = inhibition above about 9.5%
# PLC-beta3 inh: inhibitors of human phospholipase C beta3; Q01970; Purified PLC-beta3, fluorogenic substrate, fluorescence; inhibition, % at 12.2 µM; 0.18% of 370,000 active; AID 720704; in the data active = inhibition above about 11%;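 note: 0% = median of compound wells on plate and 100% = full blocker control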
# Target sequence (Q01970 whole entry, looked up): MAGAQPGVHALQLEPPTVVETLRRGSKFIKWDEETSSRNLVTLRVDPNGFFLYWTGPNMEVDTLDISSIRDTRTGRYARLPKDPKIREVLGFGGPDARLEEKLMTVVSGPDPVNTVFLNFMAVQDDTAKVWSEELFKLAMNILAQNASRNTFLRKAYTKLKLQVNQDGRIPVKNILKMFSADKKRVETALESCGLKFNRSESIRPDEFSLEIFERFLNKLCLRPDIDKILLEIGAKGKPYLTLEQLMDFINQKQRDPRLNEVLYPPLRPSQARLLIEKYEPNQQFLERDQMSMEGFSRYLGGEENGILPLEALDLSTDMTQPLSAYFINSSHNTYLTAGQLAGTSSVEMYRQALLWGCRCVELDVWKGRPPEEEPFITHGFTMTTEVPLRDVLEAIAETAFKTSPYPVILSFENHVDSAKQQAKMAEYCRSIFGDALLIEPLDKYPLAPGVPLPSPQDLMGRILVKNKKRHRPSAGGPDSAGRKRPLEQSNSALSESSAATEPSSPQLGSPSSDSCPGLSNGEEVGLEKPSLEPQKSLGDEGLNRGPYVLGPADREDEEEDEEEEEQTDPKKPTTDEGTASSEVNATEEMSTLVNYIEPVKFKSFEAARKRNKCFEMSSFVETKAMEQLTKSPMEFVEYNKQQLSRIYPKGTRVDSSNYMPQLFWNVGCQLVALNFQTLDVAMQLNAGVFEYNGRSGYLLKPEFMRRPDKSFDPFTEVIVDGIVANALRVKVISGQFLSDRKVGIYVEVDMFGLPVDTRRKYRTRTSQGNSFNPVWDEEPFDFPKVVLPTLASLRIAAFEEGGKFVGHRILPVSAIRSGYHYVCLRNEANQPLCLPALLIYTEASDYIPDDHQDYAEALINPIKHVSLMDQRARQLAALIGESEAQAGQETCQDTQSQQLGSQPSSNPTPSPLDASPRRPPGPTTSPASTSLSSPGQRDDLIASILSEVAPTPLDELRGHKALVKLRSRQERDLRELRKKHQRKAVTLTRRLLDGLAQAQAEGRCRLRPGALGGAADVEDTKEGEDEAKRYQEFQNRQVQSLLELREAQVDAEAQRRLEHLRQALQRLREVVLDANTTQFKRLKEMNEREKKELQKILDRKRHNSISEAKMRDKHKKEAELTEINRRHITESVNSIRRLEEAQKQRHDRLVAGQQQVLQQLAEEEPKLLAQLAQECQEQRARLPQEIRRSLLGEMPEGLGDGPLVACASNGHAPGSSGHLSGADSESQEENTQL
# TDP2 inh: blocks human TDP2 phosphodiesterase activity | O95551 | recombinant TDP2, T5PNP hydrolysis, p-nitrophenol absorbance 415 nm | inhibition, % at 12.8 µM | 0.34% of 370,000 active | AID 720702;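 active = inhibition above the mean of all tested compounds plus 3 SD, set per campaign, cut at about 25% in these data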;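 note: 0% = DMSO with enzyme and 100% = buffer with substrate but no TDP2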
#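 Read-out basis: percent inhibition. System: recombinant human TDP2. Buffer or medium: Mg2+-containing Tris-HCl buffer, pH 7.5. Repeats: single replicate. Timing: reaction 2 h, 37 °C. Benchmarks: high control without enzyme, low control DMSO plus TDP2. Probe or stimulus: 5 mM T5PNP. Doses: 12.8 µM only. Measured by: epi absorbance of p-nitrophenol freed from T5PNP by hydrolysis.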
# Tn6 DDE FP: disrupts Tn6 cyclic peptide binding to fibrin D-Dimer-E complex | inhibition, % at 8.3 µM | 0.21% of 370,000 active | Fibrin DD(E) TRITC-Tn6 fluorescence polarization displacement;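 active = inhibition above a per-campaign cutoff: mean of compounds within control limits plus 3 SD, cut at about 15% in these data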;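 note: 0% = median of all compound wells on the plate and 100% = blocking peptide control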
# Tn7 DDE FP: DD(E)-Tn7 binding inhibition, primary FP screen. FP displacement of FITC-Tn7 peptide from fibrin DD(E); 0% = median of compound wells per plate. inhibition, % at 8.3 µM. 0.13% of 370,000 active;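 active = inhibition above the mean of compounds falling within the control limits plus 3 SD of them, cut at about 14% in these data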;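 note: 0% = plate median of compound wells and 100% = 10 µM Aha-Tn7 peptide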
#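 Assay system: human fibrin DD(E) protein / Input: 2 µM fibrin DD(E) / Benchmarks: high control of 10 µM Aha-Tn7 peptide / Measured by: fluorescence polarization of the labelled Tn7 tracer / Medium: Tris buffer with calcium and detergent, pH 7.8 / Timing: 10 min compound pre-incubation, 3 h probe incubation at room temperature / Repeats: one replicate per compound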
# * marks the source's active call; other numbers are inactive results; i = inactive.
# Every second line gives: PLC-beta3 inh	TDP2 inh	Tn7 DDE FP	Tn6 DDE FP	ASAP1 inh	ADAM10 inh	ADAM17 inh	SIAE primary	PLC-gamma1 inh	ARFGAP1 inhibitor
- COC(=O)C[C@@H]1CC[C@@H](NC(C)=O)[C@@H](CO)O1
 : 0.0	-3.2	-4.6	2.6	-11.7	-11.4	-5.0	-1.7	0.5	-4.2
- COc1ccc(-c2nc(CCl)cs2)cc1
 : -3.5	-5.9	-4.1	-2.1	-4.6	-21.4	-5.1	-2.9	-1.5	2.9
- Cc1ccc(NC(=O)C2(N(C(=O)Cn3nnnc3N)c3ccc(C)cc3)CCCCC2)cc1
 : -0.8	-0.4	10.7	3.2	11.1	-4.0	-1.8	-0.4	2.0	-1.9
- O=C(C1CCN(C2CCN(Cc3ccc4c(c3)CCO4)CC2)CC1)N1CCOCC1
 : -6.3	7.0	-6.8	-1.1	10.3	-8.6	-0.1	2.5	-0.5	3.9
- CN(NC(=O)C(=O)NCc1ccco1)C(=O)NC1CCCCC1
 : -0.5	6.1	-7.9	1.6	3.9	-2.4	-2.2	-3.2	-0.7	3.8
- CC1=Nc2ncnn2C(c2ccccc2)/C1=N\O (stereo not given)
 : -11.5	-3.0	2.7	0.0	-12.1	-11.6	-8.7	13.4	-8.6	-0.9
- CN(C)Cc1c(C(=O)N/N=C/c2cccs2)nnn1-c1nonc1N
 : -8.6	-19.1	5.2	-0.4	-0.8	-4.2	2.4	6.1	-0.6	19.9
- O=C(NCCc1ccccc1)C1CCCN1C(=O)Nc1ccc(Cl)cc1 (stereo not given)
 : -4.3	-1.4	-5.0	-4.3	7.7	6.2	0.1	-1.0	1.3	4.0
- CCNC(=O)CN(c1ccc(OC)c(OC)c1)S(=O)(=O)c1ccccc1
 : -0.8	-0.6	-1.8	-0.1	9.3	-4.8	-6.5	-2.5	-1.7	6.2
- CSc1cccc(CN(C)C(=O)C2CCC(=O)N(CCCN3CCCC3=O)C2)c1 (stereo not given)
 : -4.6	13.5	1.0	2.3	-3.3	4.3	-1.2	-2.3	-0.2	8.7
- CCC(C)Sc1cccc(-c2nc3cnccn3c2NC2CCCCC2)c1 (stereo not given)
 : i	-4.9	7.3	-4.1	-5.9	-292.9	-119.6	12.0	i	-16.7
- CCOC(=O)c1c(N)sc(C(=O)N2CCCCCC2)c1C
 : 0.1	8.6	11.7	-1.7	-8.6	5.8	-3.8	5.2	2.5	2.7
- COc1ccccc1-c1noc2ncnc(Nc3ccc4c(c3)OCO4)c12
 : 2.6	2.2	-5.2	-0.7	-14.1	0.2	-1.9	-3.0	0.9	3.2
- CC(Cc1cccs1)NC(=O)NC1CCCCC1 (stereo not given)
 : -1.0	4.6	-0.8	-7.0	-8.2	-1.4	-4.6	-9.6	2.3	2.9
- CSc1nnc(CCNS(=O)(=O)c2ccccc2Br)n1C
 : -7.7	8.3	0.0	-0.7	0.3	-1.2	-0.7	0.1	-1.3	6.5
- Cc1cccc(OCCN2CCOCC2)c1C
 : -5.5	-5.4	-0.6	-3.0	11.7	4.6	-4.1	-2.0	0.0	8.8
- O=C(NC(=S)N1CCN(c2ccc(F)cc2)CC1)c1ccccc1
 : 2.1	5.9	2.5	0.3	10.4	-9.8	-3.7	7.8	1.6	-1.8
- COCCCNC(=O)C[C@H]1C[C@@]2(C(=O)OC)C(=C[C@H](C(C)(C)C)O[C@@H]2C)N(CCc2ccc(OC)c(OC)c2)C1=O
 : 3.2	-4.3	7.7	0.9	-1.1	-8.1	-2.4	8.1	-2.8	14.3
- COC(=O)c1ccc(NC(=O)C2CC3CCC2C3)cc1 (stereo not given)
 : 0.8	-3.0	-5.0	2.5	14.5	2.4	0.7	2.4	5.5	13.3
- Clc1ccccc1CN(Cc1ccccc1)c1ncnc2nc[nH]c12
 : 1.1	7.6	-5.2	-3.0	13.9	20.1*	6.4	-0.5	-0.1	5.1
- O=C1CC(NS(=O)(=O)c2ccccc2)CN1c1ccc2c(c1)OCCO2 (stereo not given)
 : -1.1	-7.6	-4.1	1.0	11.1	-1.2	-1.2	-4.8	-1.5	-2.4
- COc1ccc(CCNC(=S)N2CCN(S(=O)(=O)c3ccc(Cl)cc3)CC2)cc1
 : -2.1	12.9	0.5	-1.2	0.0	3.8	-1.5	6.5	3.6	12.2
- COc1ccc(/C=N\N=C2/SC(CC(=O)O)C(=O)N2c2ccc(O)cc2)cc1OC (stereo not given)
 : -1.1	10.6	-1.2	9.4	6.5	2.6	-2.1	-2.5	1.5	-13.2
- CCCOc1ccccc1C(=O)N(Cc1cccs1)C1CCS(=O)(=O)C1 (stereo not given)
 : 12.4*	-20.0	0.2	-9.2	0.1	11.2	10.5*	-7.6	3.3	-0.6
- O=C(CSc1nnc(-c2ccccc2)n1-c1ccccc1)c1ccc[nH]1
 : -5.0	-8.3	-1.6	-9.3	3.6	-8.6	-3.6	-5.5	1.5	9.1
- CCCCCC(=O)N1C[C@H](n2cc(-c3ccc(F)cc3)nn2)[C@@H](O)C[C@@H]1c1ccc(OC)cc1
 : -1.2	-6.4	7.5	1.4	0.6	12.1	6.3	-5.1	0.4	-3.4
- Nc1nc(CN2CCN(Cc3ccccc3)CC2)nc(Nc2ccc3c(c2)OCCO3)n1
 : 2.6	-6.9	-7.0	0.6	11.0	-2.2	2.0	-2.5	4.5	0.9
- C=CCN(c1ccccc1)S(=O)(=O)c1cccc2cccnc12
 : -4.1	-12.7	1.5	-4.4	-1.2	-7.7	-3.8	-3.7	5.3	9.6
- COc1ccc(NC(=O)COc2cccc3c2CCN(C)C3=O)c(OC)c1
 : -4.4	1.5	-2.9	-1.8	4.5	1.6	-6.5	-6.0	0.1	11.2
- CC1CC(C)CN(C(=O)Cn2c(=O)oc3cc(S(=O)(=O)N4CCCC4)ccc32)C1 (stereo not given)
 : -4.1	1.7	-2.6	-0.7	-6.3	-2.8	4.8	-7.6	1.3	8.3

# 2 entries from above in a different format.
Molecule,PLC-beta3 inh,TDP2 inh,Tn7 DDE FP,Tn6 DDE FP,ASAP1 inh,ADAM10 inh,ADAM17 inh,SIAE primary,PLC-gamma1 inh,ARFGAP1 inhibitor
COc1ccc(-c2nc(CCl)cs2)cc1,-3.5,-5.9,-4.1,-2.1,-4.6,-21.4,-5.1,-2.9,-1.5,2.9
Cc1ccc(NC(=O)C2(N(C(=O)Cn3nnnc3N)c3ccc(C)cc3)CCCCC2)cc1,-0.8,-0.4,10.7,3.2,11.1,-4.0,-1.8,-0.4,2.0,-1.9

# Next compounds:
# Every second line gives: PLC-beta3 inh	TDP2 inh	Tn7 DDE FP	Tn6 DDE FP	ASAP1 inh	ADAM10 inh	ADAM17 inh	SIAE primary	PLC-gamma1 inh	ARFGAP1 inhibitor
- Cc1nn(C)c(C)c1NC(=O)CSc1nc(-c2ccccc2F)nc2c1cnn2-c1ccccc1
 : -10.9	9.4	-4.1	-4.8	6.3	0.3	-5.1	-2.0	0.9	-4.3
- CCCN1CCN(C(=O)C(C)n2nc(C)c3sc4ccccc4c3c2=O)CC1 (stereo not given)
 : -9.9	-1.0	-3.2	0.3	10.7	-19.0	-8.7	-0.6	-0.8	1.7
- CC(C)c1ccc(N(C(=O)c2csnn2)C(C(=O)NC(C)(C)C)c2ccncc2)cc1 (stereo not given)
 : -1.2	-3.5	2.3	-0.2	10.6	4.2	-4.7	4.4	3.2	9.5
- CN1CCN(S(=O)(=O)c2ccc(N3CCN(S(=O)(=O)c4cccs4)CC3)nc2)CC1
 : 0.6	-7.7	-5.0	2.6	6.7	-6.6	2.8	-0.5	2.8	7.2
- CN(C)S(=O)(=O)c1cccc2c1C(=O)c1ccccc1C2=O
 : 1.0	5.8	-5.0	-5.4	-0.5	3.2	5.3	0.9	1.4	-2.2
- COc1cccc(NC(=O)CCNS(=O)(=O)c2ccc(Br)s2)c1
 : -6.3	15.1	-1.9	9.4	-8.1	3.1	-0.1	-5.3	-1.3	8.9
- Cc1ccc(Nc2nc(N)nc(CN3CCN(Cc4ccccc4)CC3)n2)cc1Cl
 : -6.7	3.7	0.2	5.5	0.1	-4.5	-3.8	-6.8	0.2	1.0
- COc1ccccc1CNC(=O)COc1cc2c(c3oc(=O)cc(C)c13)CCC(C)(C)O2
 : -149.2	2.0	0.3	-0.8	-2.6	i	-171.0	-8.0	-114.9	6.0
- Cc1ccc(NC(=O)Cc2c(Cl)cccc2Cl)cc1S(=O)(=O)N(C)C
 : -0.1	1.8	4.6	4.4	2.6	9.3	1.7	-2.2	2.7	7.0
- C[N+](C)(C)CCN(Cc1ccc(Cl)cc1)c1ccccn1
 : -14.4	-10.7	-8.4	-3.4	9.4	-68.2	-15.7	2.7	-7.5	8.6
- Cc1ccc2cc(C#N)c(N3CCCN(C(=O)C4CCCO4)CC3)nc2c1C (stereo not given)
 : -173.6	0.0	-4.7	-0.5	1.2	-253.6	-83.2	4.7	-110.0	6.5
- CCc1nc2ccc(C(=O)Nc3ccc(NC(C)=O)cc3)cn2c1N(C)CCC(C)C
 : -24.7	-4.7	-1.1	-5.8	-12.6	4.1	3.1	7.7	-19.6	-0.5
- COCOc1ccc(-c2cc(=O)c3c(O)cc(OCOC)cc3o2)cc1
 : 6.8	3.8	-3.3	4.7	-1.8	-1.2	-3.2	-5.2	1.6	9.7
- Cc1cccc(Oc2ncc(-c3ccc(Cl)cc3)cn2)c1C
 : 2.8	-9.2	1.9	5.9	1.1	-6.2	-1.5	-0.1	1.9	-6.3
- Cc1ccc(S(=O)(=O)NCc2c(-c3ccccc3)c3cc(Cl)ccc3[nH]c2=O)cc1
 : 1.7	7.3	2.6	0.7	3.3	-7.6	0.1	2.5	0.2	10.5
- C/C(=N\N=C(N)N)c1cccc([N+](=O)[O-])c1
 : 2.5	0.5	-0.8	5.8	-7.8	6.1	0.7	-3.8	2.9	-4.6
- COc1ccc(OC)c(NC(=O)Nc2nnc([C@H]3C[C@H](O)[C@@H](CO)O3)s2)c1
 : 0.4	0.3	-2.7	1.7	-5.8	-4.7	-2.8	-2.5	1.0	-9.1
- CC(C)NC(=O)N1CCC(n2nccc2NC(=O)CCOc2ccccc2)CC1
 : -5.7	-2.4	-2.9	2.6	-1.6	-11.2	-1.7	-0.3	-0.2	-6.8
- O=C(CSCc1c(Cl)cccc1Cl)Nc1cccnc1
 : -2.5	16.9	-1.4	-2.1	-2.2	-3.4	-3.2	0.7	2.8	4.7
- Cc1cccc(OCCC(=O)NNC(=O)c2ccoc2C)c1
 : -5.5	8.8	2.5	-2.6	-18.6	-7.6	-6.2	15.2	4.0	-11.3
- O=C1CSC(c2ccccc2)N1CC12CC3CC(CC(O)(C3)C1)C2 (stereo not given)
 : -0.8	-10.9	6.6	14.9	4.6	4.2	-7.6	-5.1	-1.7	-2.2

# Rows were taken by chance; any-hit rate near 3.6%.
